Screening data from PubChem.
Cav32 inh = human Cav3.2 channel inhibition, primary screen; O95180; Cav3.2-expressing cells, Fluo-4 calcium fluorescence FDSS; hits give low values; B-score at 10 µM; actives 4% (n = 100,000);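 active = single-dose well whose peak fluorescence ratio is a statistical outlier from its plate by either plate-standardised score or position-corrected B-score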
Target sequence (O95180 whole entry, looked up): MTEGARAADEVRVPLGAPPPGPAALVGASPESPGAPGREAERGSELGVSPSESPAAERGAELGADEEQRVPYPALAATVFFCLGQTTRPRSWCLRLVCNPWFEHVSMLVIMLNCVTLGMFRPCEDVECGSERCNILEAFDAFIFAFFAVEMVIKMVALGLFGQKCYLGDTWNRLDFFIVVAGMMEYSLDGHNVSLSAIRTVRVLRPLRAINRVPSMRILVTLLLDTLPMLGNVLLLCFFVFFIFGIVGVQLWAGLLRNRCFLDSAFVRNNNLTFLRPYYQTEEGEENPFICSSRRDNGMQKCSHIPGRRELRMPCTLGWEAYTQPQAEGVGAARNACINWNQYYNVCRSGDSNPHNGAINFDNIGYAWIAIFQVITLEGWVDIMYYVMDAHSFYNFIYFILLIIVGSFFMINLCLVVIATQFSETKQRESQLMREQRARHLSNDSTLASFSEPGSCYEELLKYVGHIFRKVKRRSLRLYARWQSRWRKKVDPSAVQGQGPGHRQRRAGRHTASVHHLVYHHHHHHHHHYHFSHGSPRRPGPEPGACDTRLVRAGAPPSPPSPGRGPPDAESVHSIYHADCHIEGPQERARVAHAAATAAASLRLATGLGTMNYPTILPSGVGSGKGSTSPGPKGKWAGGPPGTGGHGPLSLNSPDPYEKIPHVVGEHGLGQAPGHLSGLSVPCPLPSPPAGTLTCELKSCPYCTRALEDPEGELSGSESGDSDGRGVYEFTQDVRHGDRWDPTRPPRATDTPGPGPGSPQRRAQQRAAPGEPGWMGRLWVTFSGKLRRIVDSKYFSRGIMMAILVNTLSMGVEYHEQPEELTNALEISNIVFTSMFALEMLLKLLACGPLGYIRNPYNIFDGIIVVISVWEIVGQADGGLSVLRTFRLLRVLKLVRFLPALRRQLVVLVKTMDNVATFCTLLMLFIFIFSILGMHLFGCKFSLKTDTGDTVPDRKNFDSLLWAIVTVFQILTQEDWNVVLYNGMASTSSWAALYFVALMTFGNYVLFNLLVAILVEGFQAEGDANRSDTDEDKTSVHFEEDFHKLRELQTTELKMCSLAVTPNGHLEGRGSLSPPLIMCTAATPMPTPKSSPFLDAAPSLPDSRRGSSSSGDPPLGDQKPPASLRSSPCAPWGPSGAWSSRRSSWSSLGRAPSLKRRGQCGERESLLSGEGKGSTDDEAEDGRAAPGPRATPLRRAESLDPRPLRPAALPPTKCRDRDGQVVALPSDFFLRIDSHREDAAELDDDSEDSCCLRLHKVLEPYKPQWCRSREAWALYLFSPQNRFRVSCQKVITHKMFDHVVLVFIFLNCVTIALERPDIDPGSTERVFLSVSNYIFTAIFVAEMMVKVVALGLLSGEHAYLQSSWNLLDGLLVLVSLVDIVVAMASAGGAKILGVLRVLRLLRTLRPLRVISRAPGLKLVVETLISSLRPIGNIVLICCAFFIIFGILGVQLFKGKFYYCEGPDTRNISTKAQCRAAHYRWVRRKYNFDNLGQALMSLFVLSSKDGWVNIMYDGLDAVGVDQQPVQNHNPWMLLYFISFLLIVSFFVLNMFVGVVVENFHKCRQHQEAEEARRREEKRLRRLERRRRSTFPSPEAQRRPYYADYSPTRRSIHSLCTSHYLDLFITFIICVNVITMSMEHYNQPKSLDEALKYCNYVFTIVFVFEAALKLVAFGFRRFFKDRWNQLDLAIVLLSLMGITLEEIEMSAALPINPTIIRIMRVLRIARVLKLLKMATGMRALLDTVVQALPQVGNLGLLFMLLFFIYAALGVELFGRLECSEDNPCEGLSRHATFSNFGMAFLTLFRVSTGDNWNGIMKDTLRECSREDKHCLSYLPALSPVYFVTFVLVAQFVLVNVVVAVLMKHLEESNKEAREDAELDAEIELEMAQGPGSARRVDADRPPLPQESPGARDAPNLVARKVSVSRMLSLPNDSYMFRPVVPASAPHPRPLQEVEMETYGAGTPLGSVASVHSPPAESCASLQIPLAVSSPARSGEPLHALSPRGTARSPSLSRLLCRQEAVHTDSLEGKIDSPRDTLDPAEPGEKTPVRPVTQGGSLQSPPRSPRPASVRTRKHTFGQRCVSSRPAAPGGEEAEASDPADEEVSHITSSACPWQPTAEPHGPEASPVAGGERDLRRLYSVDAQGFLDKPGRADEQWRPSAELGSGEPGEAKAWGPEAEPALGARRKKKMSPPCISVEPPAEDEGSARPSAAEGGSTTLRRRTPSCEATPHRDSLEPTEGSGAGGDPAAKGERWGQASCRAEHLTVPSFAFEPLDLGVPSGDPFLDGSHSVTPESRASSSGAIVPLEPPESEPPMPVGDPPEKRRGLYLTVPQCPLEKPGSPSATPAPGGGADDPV
* marks the source's active call; other numbers are inactive results. These rows are one share of the data (hit frequency here may not be typical).

SMILES	Cav32 inh
Cn1c(=O)oc2cc(S(=O)(=O)Nc3ccc4c(c3)OCO4)ccc21	-0.3
CN(C)S(=O)(=O)c1ccc(C(=O)Nc2ccccn2)cc1	-0.97
COc1ccc(Br)cc1CNC(=O)C1CCCN(S(C)(=O)=O)C1 (stereo not given)	0.25
O=C1CC(N2CCOCC2)C(=O)N1Cc1ccc(N2CCCC2=O)cc1 (stereo not given)	0.15
CCOC(=O)N1CCN(C(=O)c2cc(C)c3c(C)nn(-c4ccccc4)c3n2)CC1	0.85
CC1CCN(C(=O)COC(=O)[C@H](C)NS(=O)(=O)/C=C/c2ccccc2)CC1	-5.9*
CCCCCCC(=O)N(O)C1CC(=O)N(c2ccc(C)cc2)C1=O (stereo not given)	1.6
CC(C)NC(=O)CC(c1ccccc1)c1cc(Br)ccc1O (stereo not given)	-3.3
CCOc1cc(-n2nc(C)c(C#N)c2N)nc(SC)n1	-0.36
COc1ccccc1NC(=O)C(=O)NCC1COc2ccccc2O1 (stereo not given)	-0.97
CCOC(=O)c1nn(-c2cccc(Cl)c2)c(C)c1C(C)=O	0.79
O=C(Nc1cc(C(=O)N2CCCC2)ccc1N1CCCC1)C1CC1	0.81
CCOC(=O)c1cnn(CCOC(=O)C(C)(C)C)c1NC(=O)C(C)(C)C	0.34
CCOC(=O)CCCn1c(C)nc(=O)c(-c2ccccc2)c1C	-0.78
S=C(Nc1ccc2c(c1)OCO2)NC1CCN(Cc2ccccc2)CC1	0.055
CCCCSc1nsc(NC(C)=O)n1	-1
Cc1n[nH]c(C)c1CCOc1ccc(C(C)C)cc1	-5.4*
CC(=O)c1c(C(C)=O)c(C)n(NC(=O)c2ccc(Cl)cc2)c1C	1.9
O=C(/C=C/c1ccc(O)cc1)c1ccc(NC2=C(N3CCCCC3)C(=O)c3ccccc3C2=O)cc1	0.0081
CCCS(=O)(=O)NCCc1cc2ccc(C)cc2[nH]c1=O	0.078
CC(/C=N\NC(=O)c1cccnc1)c1ccccc1 (stereo not given)	-0.0034
CC(/C=C/C=C/c1ccccc1)=N/NC(=O)CNc1ccc(C)cc1	0.1
CSCC[C@H](NC(=O)C1CCN(S(=O)(=O)c2ccc(C)cc2)CC1)C(=O)NCc1ccco1	2.6
O=C(O)CCC(=O)Nc1nnc(C(F)(F)F)s1	0.92
Cc1sc2ncnc(OCC(=O)NCc3cccs3)c2c1C	0.57
Cc1ccc(C)c(-n2c(Cc3cc(=O)[nH]c(=O)[nH]3)nnc2SCC(=O)NCC2CCCO2)c1 (stereo not given)	0.73
CC(C)(C)C(=O)NCCn1ccc2ccccc21	-0.12
N=c1sccn1CC(=O)Nc1ccccc1Oc1ccccc1	1.2
COc1cc(-c2cn[nH]c2N)cc(OC)c1OC	0.031
Fc1ccc2nc(-c3ccccc3)nc(SCc3nnc(-c4ccccc4)o3)c2c1	-1.3
Cc1nc(-c2ccc(C(=O)N3CCOCC3)cc2)cs1	-0.67
CCCCC(=O)NC1(C(F)(F)F)C(=O)N(CC(C)C)C2=C1C(=O)CC(C)(C)C2 (stereo not given)	-0.48
CCOc1ccc(CCNC(=O)c2cc3sccc3n2CC)cc1OCC	-2.6
CCOC(=O)c1ccc2nc(NC(=O)c3ccco3)sc2c1	1.4
O=C(NC12CC3CC(CC(C3)C1)C2)c1ccc(-c2ccccc2Cl)o1	-0.29
O=c1[nH]c2ccccc2s1	-0.1
Cc1ccc2nc(SCC(=O)NC(=O)NCc3ccco3)[nH]c2c1	-3.6
COc1cc(NC(=O)c2ccc(COc3ccccc3Br)o2)cc(OC)c1OC	-1.4
COc1ccc(NC(=O)C(C)N2c3cccc4cccc(c34)S2(=O)=O)cc1 (stereo not given)	-0.58
COC(=O)c1cc(Br)c(=O)n(CCN2CCOCC2)c1	0.83
O=C(CCS(=O)(=O)c1ccc(Br)s1)NCc1ccc2c(c1)OCO2	1.1
Cc1cc(C)n(C(=O)CCN2C(=O)c3ccccc3C2=O)n1	-0.02
CN(C(=O)COc1ccc(Cl)cc1)c1nnc(C23CC4CC(CC(C4)C2)C3)s1	0.47
CC1=CC(C)(C)N(C(=O)C(C)N2C(=O)c3ccccc3C2=O)c2ccc(C)cc21 (stereo not given)	-3.2
O=C(N/N=C/c1ccc([N+](=O)[O-])s1)c1ccccc1Br	-0.0081
CC1CCCC(C)N1C(=O)CSc1nnc(-c2cccs2)o1 (stereo not given)	0.27
Cc1ccccc1N(CC(=O)N/N=C/c1cc(C)n(-c2ccccc2C)c1C)S(C)(=O)=O	-9.8*
CCC(=O)N/N=C(\C)CC(=O)Nc1ccc2ccccc2c1	1.5
O=[N+]([O-])c1ccc2c(c1Nc1ccccc1)=NC1(CCCCC1)N=2	-1.1
Cc1ccc(S(=O)(=O)N2CC3(C)CN(S(=O)(=O)c4ccc(C)cc4)CC(C)(C2)C3O)cc1 (stereo not given)	-0.13
Cc1nc2cc(-c3ccsc3-n3c(C)ccc3C)[nH]n2c(=O)c1Cl	-4.7*
CCOc1cc(C#N)c(NC(=O)c2cccnc2Cl)cc1OCC	-0.097
Cc1ccc(-c2nn3c(C)nnc3s2)cc1NC(=O)CSc1ccc(Cl)cc1	-0.84
CCCCNC(=O)C1CCCN(S(=O)(=O)c2ccc(S(=O)(=O)NCC(C)C)cc2)C1 (stereo not given)	0.52
CCOC(=O)Cc1csc(NC(=O)CSc2nc(C)cc(=O)[nH]2)n1	-5.9*
CCOc1ccccc1NC(=O)Cc1ccccc1OC	-1
O=C(Cn1ncc2c(=O)oc3ccccc3c21)NC1CC1	0.68
O=C(c1ccc(CN2CCc3ccccc3C2)cc1)N1CCCCC1	0.13
Cc1cc(Nc2ccccc2)n(C(=O)c2ccc(Cl)cc2)n1	-0.28
CC1=C(C(=O)c2ccccc2)C(c2cn(-c3ccccc3)nc2-c2ccc(Cl)cc2)NC(=S)N1 (stereo not given)	-0.86
Going on with the list:
SMILES	Cav32 inh
COc1ccc(C2CN=NC23CCCc2ccccc2C3=O)cc1 (stereo not given)	-4.2*
COc1ccc(C(=O)Nc2cc3c(cc2C#N)OCO3)cc1S(=O)(=O)NCc1ccco1	0.19
O=C(NCc1cccs1)c1cc2ccccc2o1	-1.8
CCOC(=O)c1ccc(-c2nnc(-c3ccc(Cl)cc3Cl)o2)cc1	-0.41
CCCn1c(CCc2ccccc2)nnc1SCC(=O)N1CCCC1	0.075
CCOc1ccc(C(=O)Nc2nnn(CC)n2)cc1	0.034
CCOC(=O)COc1nc(Nc2ccccc2C)nc(N(C)C)n1	0.86
COc1ccc(C(=O)C[n+]2ccc3c(c2)nc(-c2cc(OC)c(OC)cc2OC)n3C)cc1	1.6
O=C(NCCN1CCCCC1)Nc1ccccc1	1.3
CC1=CC(C)(C)Nc2ccc(OC(=O)CN3C(=O)C4CCCCC4C3=O)cc21 (stereo not given)	-0.0095
O=C(O)CCN=C1CCCc2ccccc2N1	-0.072
CC12CCC(C(=O)NCc3ccccc3)(OC1=O)C2(C)C (stereo not given)	0.77

Some of the entries so far, in CSV form.
structure,Cav32 inh
COc1cc(NC(=O)c2ccc(COc3ccccc3Br)o2)cc(OC)c1OC,-1.4
COc1ccc(NC(=O)C(C)N2c3cccc4cccc(c34)S2(=O)=O)cc1 (stereo not given),-0.58

The list goes on.
SMILES	Cav32 inh
COc1ccc(C(=O)COC(=O)c2ccc(OC)c(OC)c2)cc1OC	-0.015
Cc1nnc(SCc2ccccc2Cl)n1CC1CCCO1 (stereo not given)	0.16
O=C(c1cccc(F)c1)N1CCN(Cc2c[nH]c3ccccc23)CC1	0.66
Cc1ccc2c(c1C)NC(=O)C2(O)CC(=O)c1ccc2c(c1)OCO2 (stereo not given)	-0.089
O=C(/C=C/Nc1ccc(F)cc1)c1cccs1	-1.1
COC(=O)C1CSC(C(=O)OC)N1C(=O)CN1CC(C)OC(C)C1 (stereo not given)	-0.1
COC(=O)CSc1nnc(CNC(=O)c2cccs2)n1-c1cc(OC)ccc1OC	0.097
Cc1nc(-c2ccc(Cl)cc2)sc1C1(C)CC(c2cccc(F)c2)=NO1 (stereo not given)	-0.78
Cc1ccccc1OCC(=O)Nc1cccc2nsnc12	0.29
COc1ccc(C2=Nn3c(nnc3-c3ccncc3)SC2)cc1	0.49
COCCCNS(=O)(=O)c1ccc2c(c1)CCN2C(C)=O	0.53
Cc1ccc(-c2nnc(Nc3ccc4c(c3)nc(C)n4C)c3ccccc23)cc1	0.012

Among those listed so far, 9 have an NH in an aromatic ring:
SMILES	Cav32 inh
Cc1n[nH]c(C)c1CCOc1ccc(C(C)C)cc1	-5.4*
CCCS(=O)(=O)NCCc1cc2ccc(C)cc2[nH]c1=O	0.078
Cc1ccc(C)c(-n2c(Cc3cc(=O)[nH]c(=O)[nH]3)nnc2SCC(=O)NCC2CCCO2)c1 (stereo not given)	0.73
COc1cc(-c2cn[nH]c2N)cc(OC)c1OC	0.031
O=c1[nH]c2ccccc2s1	-0.1
Cc1ccc2nc(SCC(=O)NC(=O)NCc3ccco3)[nH]c2c1	-3.6
Cc1nc2cc(-c3ccsc3-n3c(C)ccc3C)[nH]n2c(=O)c1Cl	-4.7*
CCOC(=O)Cc1csc(NC(=O)CSc2nc(C)cc(=O)[nH]2)n1	-5.9*
O=C(c1cccc(F)c1)N1CCN(Cc2c[nH]c3ccccc23)CC1	0.66

The listing continues:
SMILES	Cav32 inh
COc1ccc(CCNC(=O)C2CCCN2C(=O)NC2CCCCC2)cc1OC (stereo not given)	0.5
CCCn1nnnc1NCc1ccc(N2CCCC2)cc1	1.4
CCOC(=O)C1CCN(C(c2ccc(OC)c(OC)c2)c2sc3nc(C)nn3c2O)CC1 (stereo not given)	1.1
CN(CC(=O)Nc1nc2ccccc2s1)S(=O)(=O)c1ccc(Br)cc1	-3.3
CCCCc1ccc(-c2c(C#N)c(N)nc3c2CCCC3)s1	-0.95
Cc1onc(-c2ccccc2)c1C(=O)Nc1ccon1	-1.5
CCOC(=O)c1ccc(NC(=O)C2=C(C)Nc3nc(CCCO)nn3C2c2cccc(C)c2)cc1 (stereo not given)	-0.12
COc1cc(CN2CCN(c3cc(C)ccc3C)CC2)cc([N+](=O)[O-])c1O	-0.051
Cc1cc2cc3c(cc2nc1SCC(=O)OC(C)C)OCCO3	-0.65
O=C(Nc1ccccc1C(=O)Nc1ccc2c(c1)OCO2)c1cccs1	0.034
Nc1cccc(Nc2nc(OC(C(F)(F)F)C(F)(F)F)nc(OC(C(F)(F)F)C(F)(F)F)n2)c1	-3.4
Cc1cc(C)cc(NC(=O)OCCN2CCN(Cc3ccccc3)CCC2=O)c1	-0.86
O=C(C1CCN(S(=O)(=O)N2CCC3(CC2)OCCO3)CC1)N1CCN(Cc2ccccc2)CC1	0.2
CCCCOC(=O)c1cc(C)nc2ccc(Br)cc12	0.4
CC1=C(C(=O)N2CCCCC2)C(c2cccs2)C2=C(CCCC2=O)N1 (stereo not given)	0.46
O=C(O)c1ccc(Sc2nnc(-c3cccc(Br)c3)o2)c([N+](=O)[O-])c1	-1.4
COc1cc2c(cc1OC)C(=S)NC(C)(C)C2	-0.13
C=CCNc1sc(C(=O)c2ccc(C)cc2)c(N)c1C#N	0.41
O=C(Nc1cccnc1)c1ccco1	0.56
COc1ccc(OC)c2sc(NC(=O)c3ccc(Br)s3)nc12	-0.091
CCCOc1ccc(-c2nc(OC)c3ccccc3n2)cc1	0.18
CCn1nc(C(=O)OCC(=O)c2cc(C)n(Cc3cccs3)c2C)c2ccccc2c1=O	-4.5
COc1ccccc1NC(=O)C1=C(C)Nc2nnnn2C1c1ccccn1 (stereo not given)	0.42
COc1cccc(NC(=O)CSC2=C(C#N)C(c3ccco3)C3=C(CCCC3=O)N2)c1 (stereo not given)	-0.0034
N#Cc1cnn2c(-c3ccccc3)ccnc12	1.9
COc1cc2c(cc1OC)C(c1cccc(OC)c1OC)CC(=O)N2 (stereo not given)	0.13
O=C(CSc1nnc(Cc2cccs2)n1C1CCCCC1)N1CCN(C(=O)c2ccco2)CC1	0.3
CCN(CC)CC(=O)N(CC(=O)Nc1c(C)cc(C)cc1C)C1CCCCC1	0.64
Cc1cccc(C)c1NC(=O)CSCc1cccc(CSCC(=O)Nc2c(C)cccc2C)n1	0.26
CCN(Cc1ccccc1)Cc1cc(OC)cc(OC)c1	-0.63
COc1ccc(-n2cnc3cc(N)ccc32)cc1	1.4
CC(=C/c1ccccc1)/C=N/n1c(-c2ccco2)n[nH]c1=S	-2.8
CC1=NN(C(=O)c2ccc(C)cc2)C(O)(C(F)(F)OC(F)(F)F)C1 (stereo not given)	-0.11
C=CCN(CC=C)S(=O)(=O)c1ncn[nH]1	1.2
NC(=O)CSc1nnc(-c2cccs2)n1-c1ccccc1	0.42
C/C(=N\NC(=O)c1c[nH]c2ccccc12)c1ccco1	0.75
NC(=O)c1ccc(-c2ccc(Br)cc2)o1	-0.0017
C=CCOc1c2ccc(C(=O)NCCc3ccc(C)cc3)cc2nn1C	1
N#CC1=C2N=C(N)c3c(sc4c3CCCCC4)N2C2=C(C(=O)CCC2)C1c1ccccc1 (stereo not given)	-2
CC(=O)Nc1nc(-c2ccc(Cl)cc2)nc(C)c1C(C)=O	0.36
CCCCC(CCCC)=N/N=C/c1c(O)n(CC)c2cc(C3=NNC(=O)CC3)ccc12	0.11
COc1ccc2c(=O)c3c(=O)n(Cc4ccco4)c(-c4ccco4)nc3oc2c1	0.022
O=S(=O)(c1cccc2nsnc12)N1CCCC1	0.73
Cc1ccnc(NS(=O)(=O)c2ccc(NS(=O)(=O)c3ccccc3)cc2)n1	0.16
CCOC(=O)c1cn(-c2ccccc2CO)c2c(F)c(F)c(F)cc2c1=O	2.4
CCOc1ccc(C2Oc3nc(SC)nnc3-c3ccccc3N2C(C)=O)cc1OC (stereo not given)	0.76
Cc1ccc(N2C(=O)CC2(C#N)c2ccc(OCc3ccccc3)cc2)cc1 (stereo not given)	-0.025
CN1CCN(c2ccc(NC(=O)COc3ccccc3Cl)cc2)CC1	0.41
Cc1oc(-c2ccccc2F)nc1CSCC(=O)NCc1ccc2c(c1)OCO2	-3
O=C(N1CCOCC1)N1CCN(S(=O)(=O)N2CCCCC2)CC1	-0.15
C/C=C/c1c(F)c(F)c(Oc2ccc(C(=O)O)cc2)c(F)c1F	-1.1
CSC(=NCCCN1CCOCC1)NS(=O)(=O)c1cccs1	-0.015
Cc1ccc(S(=O)(=O)N2CCCC2C(=O)N2CCCCCC2)cc1 (stereo not given)	0.92
